MITF primary: inhibitors of human MITF. O75030. AlphaScreen MITF homodimerization, bead proximity signal. inhibition, % at 2.6 µM. 650,000 compounds, 0.91% hits; in the data active means inhibition above about 50%;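 further: 0% = vehicle wells with protein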
FBW7 act: activators of human E3 ligase FBW7; Q969H0; AlphaScreen FBW7–phospho-cyclin E peptide binding, activator screen; normalized activity (activation), % at 26.1 µM; 650,000 compounds, 0.13% hits; AID 1259310; in the data active means normalized activity above about 1.9%;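 further: purified mutant Fbw7 with reduced substrate affinity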
Target sequence (Q969H0 whole entry, looked up): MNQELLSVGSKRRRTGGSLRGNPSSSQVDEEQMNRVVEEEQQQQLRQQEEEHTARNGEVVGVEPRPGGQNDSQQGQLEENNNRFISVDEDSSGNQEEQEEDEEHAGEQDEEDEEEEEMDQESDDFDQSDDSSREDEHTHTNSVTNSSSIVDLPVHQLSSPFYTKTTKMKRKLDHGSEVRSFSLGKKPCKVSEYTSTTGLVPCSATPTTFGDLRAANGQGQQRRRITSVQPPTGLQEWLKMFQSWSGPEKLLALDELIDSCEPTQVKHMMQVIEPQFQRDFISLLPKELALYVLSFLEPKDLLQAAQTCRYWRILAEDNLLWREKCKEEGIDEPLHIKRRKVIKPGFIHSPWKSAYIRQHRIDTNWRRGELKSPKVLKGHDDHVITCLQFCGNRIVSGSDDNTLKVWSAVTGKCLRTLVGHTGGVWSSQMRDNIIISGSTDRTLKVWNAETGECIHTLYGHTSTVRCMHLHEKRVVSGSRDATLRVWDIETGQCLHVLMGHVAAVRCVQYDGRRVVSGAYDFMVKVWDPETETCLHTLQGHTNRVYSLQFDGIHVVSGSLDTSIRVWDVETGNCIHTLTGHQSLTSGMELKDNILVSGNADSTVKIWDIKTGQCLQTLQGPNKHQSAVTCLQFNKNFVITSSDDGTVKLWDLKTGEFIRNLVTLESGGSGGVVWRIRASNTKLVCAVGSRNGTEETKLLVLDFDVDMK
TEAD-YAP inh: TEAD-YAP interaction inhibition. inhibition, % at 9.12 µM. 640,000 compounds, 1.4% hits. HEK-TIYL cells, TEAD-Gal4/YAP UAS-luciferase luminescence. AID 1259422; in the data active means inhibition above about 32%;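 further: 0% = median of test compound wells and 100% = reference inhibitor wells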
GPR151 ag: activators of human GPR151; Q8TDV0; PathHunter beta-arrestin GPR151 cells, luminescence; activation, % at 11.2 µM; 650,000 compounds, 1% hits; AID 1508602; in the data active means activation above about 4.9%;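 further: 0% = median of compound wells and 100% = cells with positive control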
Starred values were filed as active, the others as inactive; / = no result given; & = joins results of further samples; ! = not active in a repeat. This is a random part of the collection, and some 3.4% of all compounds hit somewhere here.

Short forms: A = MITF primary; B = FBW7 act; C = TEAD-YAP inh; D = GPR151 ag
1) CCN1C(=O)CC(CC(=O)N2CCOCC2)(c2ccccc2C)C1=O (stereo not given)
  A: 1.3	B: 0.0	C: -3.6	D: -0.4
2) Cc1cc2ncn(C(=O)N(C)C)c2cc1C
  A: -6.4	B: 0.1	C: 1.0	D: 2.6
3) CCOC(=O)c1ccc(N2C3=C(C(=O)CC(C)(C)C3)C(c3cccc(F)c3)C3=C2CC(C)(C)CC3=O)cc1
  A: 10.3	B: 0.0	C: 2.2	D: 1.9
4) CC(=O)c1cccc(S(=O)(=O)NCc2ccccc2Cl)c1
  A: -5.3	B: -0.2	C: 7.0	D: -0.5
5) COc1cccc(CC(C2CCN(CCC(C)O)CC2)N(C)C(=O)c2ccccn2)c1 (stereo not given)
  A: 3.9	B: 0.2	C: -7.9	D: -0.2
6) O=C(CSc1nc2ccsc2c(=O)n1Cc1ccco1)N1CCCC1
  A: -1.2	B: -0.1	C: 11.0	D: -0.8
7) CCOc1ccccc1C(=O)N/N=C/c1cc([N+](=O)[O-])cc(OC)c1O
  A: -13.8	B: -0.2	C: -5.6	D: -0.5
8) N#Cc1ccc(NC(=O)CCc2ccccc2)cc1
  A: -21.9	B: 0.1	C: -3.5	D: 0.9
9) CCN(CC)N=Nc1ccc(S(N)(=O)=O)cc1
  A: -1.6	B: 1.1	C: 6.2	D: 0.8
10) O=C(Cn1cc2c(n1)CCCCC2)N1CCCC1
  A: -2.5	B: -0.1	C: 0.6	D: -1.2
11) O=[N+]([O-])c1cccc(C2OCC(Br)([N+](=O)[O-])CO2)c1 (stereo not given)
  A: 5.0	B: 0.4	C: 4.2	D: -0.1
12) CCOc1ccccc1C1C(C#N)=C(SC)NC(=O)C1C#N (stereo not given)
  A: -1.0	B: -0.1	C: -4.4	D: 0.3
13) COc1ccc(Nc2nccc(-c3cncc(N4CCOCC4)c3)n2)cc1OC
  A: -11.0	B: -0.3	C: 46.5*	D: 1.7
14) O=C(/C=C/Nc1ccccc1C(F)(F)F)c1ccco1
  A: 13.7	B: 0.5	C: -13.8	D: -1.3
15) O=C(c1ccc(OC2CCN(CCc3ccccc3)CC2)cc1)N1CCC(CO)CC1
  A: 0.2	B: -0.1	C: 14.3	D: 0.3
16) Cc1nn(C)c(C)c1-c1nc(NCCO)c2ncn(CCN3CCCC3=O)c2n1
  A: 31.4	B: 0.2	C: 1.3	D: 0.5
17) COC(=O)C1C(c2ccc(N(C)C)cc2)C(C(=O)OC)S(=O)(=O)CS1(=O)=O (stereo not given)
  A: 9.2	B: 0.0	C: 7.1	D: 2.5
18) COc1cccc(CNC(=O)CCC2CCCN(Cc3csc(C(C)=O)c3)C2)c1 (stereo not given)
  A: -8.8	B: 0.2	C: 4.9	D: -0.5
19) CCC(C)n1c(SCC(=O)Nc2nccs2)nc2ccsc2c1=O (stereo not given)
  A: 5.6	B: -0.1	C: -0.7	D: 0.4
20) CC(C)c1ccc(Cn2ccc3c4c(N)nc(NC5CC5)nc4ccc32)cc1
  A: -3.8	B: -0.2	C: /	D: 6.5*
21) COc1ccc(CSc2nnc(-c3ccncc3)n2N)cc1
  A: 28.2	B: 0.5	C: 3.8	D: -0.1
22) O=C1NC(=O)C(=Cc2cccc(OCc3cccc4ccccc34)c2)C(=O)N1
  A: -18.1	B: -0.4	C: -76.8	D: -0.1
23) COc1ccc(OC)c(S(=O)(=O)NCCc2csc3nc(-c4ccccc4)nn23)c1
  A: 42.0	B: -0.4	C: 9.6	D: -0.8
24) O=C(NC1(C(F)(F)F)N=C2SCCN2C1=O)c1cccs1 (stereo not given)
  A: -2.5	B: -0.1	C: -10.2	D: -0.9
25) CC(C)(C)C(=O)OCC(=O)C1CCC2C3CCC4=CC(=O)CCC4(C)C3CCC12C (stereo not given)
  A: 9.3	B: 0.1	C: 6.5	D: 0.3
26) CCOC(=O)c1c(NC(=O)C(C)Sc2nnc(CNC(=O)COc3ccccc3)n2-c2ccc(F)cc2)sc2c1CCCC2 (stereo not given)
  A: 1.2	B: -0.1	C: -1.3	D: 0.4
27) N#Cc1ccc(C(=O)Nc2ccccc2Br)c(F)c1
  A: 3.0	B: 0.0	C: -1.6	D: 0.5
28) CCN(CCCNC(=O)c1c(C)cc(=O)oc1C)c1cccc(C)c1
  A: 5.2	B: 0.1	C: 7.1	D: -0.7
29) COc1ccc(NC(=O)COc2ccccc2C2C(C#N)=C(N)Oc3n[nH]c(C)c32)cc1 (stereo not given)
  A: -4.5	B: 0.0	C: -25.6	D: 0.1
30) COCCNC(=O)Cc1c(C)nc2c(-c3ccccc3)c(C)nn2c1C
  A: 16.2	B: 0.7	C: -3.2	D: 0.0
31) Cc1nn(C(=O)Cn2ccc([N+](=O)[O-])n2)c(C)c1I
  A: 2.6	B: 0.5	C: 5.0	D: 5.3*
32) COc1cc(/C=C2/SC(=Nc3ccccc3)N(c3ccccc3)C2=O)cc(OC)c1
  A: 4.2	B: 0.1	C: 7.8	D: 0.1
33) CO/N=C(\C(=O)O)c1csc(N)n1
  A: 5.7	B: 0.0	C: -0.8	D: -0.1
34) COCc1cc(C)nc(SCC(=O)Nc2ccc(Oc3ccccc3)cc2)c1C#N
  A: -1.1	B: -0.2	C: -0.2	D: -0.5
35) CCOc1ccc2cc(-c3csc(Nc4ccc(C)cc4)n3)c(=O)oc2c1
  A: 12.5	B: 0.1	C: 3.7	D: 2.5
36) O=C(NCCCn1ccnc1)C1CC12CCN(CCc1ccccc1)CC2 (stereo not given)
  A: -8.2	B: 0.0	C: 1.5	D: -1.3
37) Cc1ccc2nc(C)n3c4ccccc4c(NC=O)c3c2c1
  A: -2.1	B: 0.0	C: 9.5	D: -2.3
38) CC(=O)Nc1ccc(S(=O)(=O)N2CCCC(C(=O)O)C2)cc1 (stereo not given)
  A: -2.5	B: 0.1	C: 4.0	D: 0.3
39) COc1cc(Br)cc2cc(C(=O)n3ccc(C)n3)c(=O)oc12
  A: -17.1	B: -0.1	C: 8.5	D: 0.9
40) COc1ccc([C@@H]2[C@@H](C(=O)c3ccccc3)N3c4ccc(Cl)cc4C=C[C@@H]3C2(C#N)C#N)cc1OC
  A: 4.2	B: 0.0	C: 3.6	D: 0.4
41) CCN1CCCC1CNC(=S)Nc1cc([N+](=O)[O-])ccc1Cl (stereo not given)
  A: 0.3	B: -0.1	C: -2.3	D: 0.5
42) O=C(Nc1cccc(Cl)c1Cl)c1nn2c(C(F)(F)F)cc(-c3cccs3)nc2c1Br
  A: -3.0	B: 0.1	C: -1.8	D: -1.2
43) O=C(CC1c2ccccc2Oc2ccccc21)NCCOc1ccccc1Cl
  A: 4.5	B: -0.2	C: 0.8	D: 0.7
44) O=C(/C=C/c1ccc(F)cc1)NCCCN1CCOCC1
  A: -2.2	B: -0.1	C: 8.8	D: 0.9
45) CC(NC(=O)c1ccccc1F)c1nnc(SCC(=O)Nc2ccccc2F)n1C (stereo not given)
  A: 8.6	B: 0.0	C: 6.2	D: -0.2

Remaining list, next part
Every second line gives: MITF primary, FBW7 act, TEAD-YAP inh, GPR151 ag
46: COC1CCC(C(=O)N2C3CCC2CC(O)(c2ccco2)C3)CC1 (stereo not given)
 : 2.1, -0.1, -6.3, -0.5
47: CSc1ccc(/C=C/C(=O)c2ccc(N)cc2)cc1
 : 14.5, 0.1, -37.0, -1.2
48: O=c1[nH]c(SCc2ccc(F)cc2)nc2[nH]ncc12
 : 1.9, -0.1, -17.5, -1.4
49: CNCCCC1c2ccccc2C=Cc2ccccc21
 : 4.5&12.4&16.9, 0.3&0.1&0.0, 1.9&7.1, 10.5*!
50: O=C1CC(c2nc3ccccc3[nH]2)CN1c1cccc2ccccc12 (stereo not given)
 : -6.7, 0.5, -6.4, -1.8
51: CC1=C(C(=O)NCc2ccco2)C2(CCCCC2)OC1=O
 : 5.1, 0.1, 1.0, 1.0
52: O=C(O)CCCCCN1C(=O)C(=O)/C(=C(\O)c2ccc(F)cc2)C1c1ccc(F)cc1 (stereo not given)
 : 12.8, 0.1, -0.6, -0.4
53: CCN(CC)S(=O)(=O)c1ccc(-c2csc(Nc3cccc(OC)c3)n2)cc1
 : 2.4, 0.5, 12.8, -1.7
54: Cc1cc(C)cc(NC(=O)CN2CCC(C(=O)N3CCN(Cc4ccccc4)CC3)CC2)c1
 : 16.4, 0.1, 4.1, 0.3
55: O=C(C[n+]1cccc(/C=N/O)c1)N1CCCCCC1
 : 0.7, 0.0, -5.6, 1.7
56: Nc1nc(SCC(=O)NCCc2ccccc2)[nH]c(=O)c1NC(=O)c1cccs1
 : 8.0, -0.2, 3.3, 1.3
57: COc1ccc(Cl)cc1NC(=O)c1cccc(C(=O)Nc2cc(Cl)ccc2OC)c1
 : -17.1, 0.0, -3.6, -0.9
58: CC1C/C(=N/NC(=O)c2cccc(F)c2)c2ccc(O)cc2C1 (stereo not given)
 : 10.1, -0.2, -42.2, 2.3
59: O=C(CCCCCNc1n[nH]c(=O)[nH]c1=O)OCc1ccccc1
 : 5.3, 0.1, 8.4, 0.1
60: COc1ccc(N2C(=O)CSC2CCCN(C)C)c(OC)c1 (stereo not given)
 : 22.0, 1.6, 8.4, -2.2
61: CCOc1cc(/C=C2\SC(=S)N(CC(=O)O)C2=O)ccc1O
 : 4.6, -0.1, 5.7, 0.2
62: COc1ccc(C(=O)COC(=O)c2ccccc2N)cc1
 : -3.2, -0.1, -33.1, -8.4
63: COc1ccc(C2=CC(c3ccco3)n3ncnc3N2)cc1OC (stereo not given)
 : 7.1, 0.2, 4.1, 2.2
64: CCOc1ccc(C2C(C#N)=C(C(C#N)C#N)NC(O)(C3CC3)C2[n+]2ccc(C)cc2)cc1 (stereo not given)
 : 8.2, 0.0, -0.8, 0.7
65: CC1CC(C)CN(CCCNC(=O)c2cc3c(=O)oc4ccccc4c3s2)C1 (stereo not given)
 : 3.3, 0.0, 0.0, -2.2
66: O=C(Nc1ccc(C(F)(F)F)cc1)C1CCCO1 (stereo not given)
 : 7.8, -0.1, 1.7, -0.8
67: COCCNC(=O)CSc1nc2cc3c(cc2c(=O)n1CCCC(=O)NCc1ccc2c(c1)OCO2)OCO3
 : -2.8, -0.1, -7.5, -0.1
68: COC(=O)c1cc(NC(=O)Nc2cc(OC)ccc2OC)cc(C(=O)OC)c1
 : -1.7, -0.1, 1.3, -0.9
69: Cc1c(NCc2cc(Br)ccc2O)c(=O)n(-c2ccccc2)n1C
 : 23.4, 0.1, 11.4, -1.3
70: CN(C(=O)c1ccc(Cl)c(S(=O)(=O)N2CCOCC2)c1)c1ccccc1C(=O)O
 : -6.8, 0.0, -7.2, 1.4
71: CCN(CC)S(=O)(=O)c1cc(C(=O)Nc2cc(C)on2)c(Cl)cc1Cl
 : 0.2, 0.0, -2.2, 2.1
72: COc1ccc(C2NC(=O)c3c(sc4c3CCCC4)N2)cc1 (stereo not given)
 : 14.4, 0.0, -15.5, 1.1
73: CC(=O)Nc1nnc(SCC(=O)Nc2ccc3c(c2)oc2ccccc23)s1
 : 10.0, 0.1, -4.0, 1.2
74: CCS(=O)(=O)N1CCc2ccc(NC(=O)COC)cc2C1
 : 18.0, 0.5, 12.3, 0.9
75: CCN(Cc1ccccc1)Cc1ccc(C(=O)NCC2CCCO2)c(=O)[nH]1 (stereo not given)
 : 9.8, 0.0, -3.3, -1.1
76: O=C(CC1C(=O)NCCN1Cc1cccc(Oc2ccccc2)c1)NCC(F)(F)F (stereo not given)
 : -6.1, 0.3, -23.8, 0.1
77: O=C(O)CCn1cnc(-c2ccc([N+](=O)[O-])cc2)c1
 : 6.5, 0.0, 4.2, 0.4

Screens as filed in PubChem BioAssay.
